Bioassay records (PubChem BioAssay)
BioA inh – inhibitors of Mycobacterium tuberculosis BioA enzyme; inhibition, % at 9.99 µM; purified M. tuberculosis BioA enzyme, plate reader; AID 602481; actives 0.096% (n = 360,000); in the data active means inhibition above about 40%; inconclusive means no clear call, values can overlap the other calls
Anthrax LF prot – anthrax lethal factor protease inhibition | P15917 | multiplex microsphere protease cleavage assay, LF | inhibition, % at 10 µM | actives 0.12% (n = 360,000); further: plate controls were buffer without enzyme for full effect and enzyme alone for no effect
PfHsp40 yeast – rescue of PfHsp40-mediated yeast toxicity; S. cerevisiae expressing PfHsp40, growth rescue, ATP luminescence; actives 0.68% (n = 340,000); AID 504582; growth rescue, % at 12.5 µM; in the data active means growth rescue above about 28%, passing the limit was not always enough; inconclusive means no clear call, values can overlap the other calls;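 further: yeast W303a lacking pdr1 and pdr3 grown in galactose medium; growth measured after three days at 30 °C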
BoNT-F LC inh – blocks Botulinum neurotoxin F light chain protease; Multiplex microsphere protease cleavage assay, flow cytometry; inhibition, % at 10 µM; actives 0.22% (n = 360,000); AID 588497; in the data active means inhibition above about 35%, passing the limit was not always enough; inconclusive means no clear call, values can overlap the other calls; further: plate controls were buffer without enzyme for full effect and enzyme alone for no effect
Mtb UGM inh – inhibitors of M. tuberculosis UDP-galactopyranose mutase. P9WIQ1. inhibition, % at 10 µM. actives 0.06% (n = 320,000). purified UGM, fluorescence polarization probe displacement; in the data active means inhibition above about 10%, passing the limit was not always enough; inconclusive means no clear call, values can overlap the other calls
Target sequence (P9WIQ1 whole entry, looked up): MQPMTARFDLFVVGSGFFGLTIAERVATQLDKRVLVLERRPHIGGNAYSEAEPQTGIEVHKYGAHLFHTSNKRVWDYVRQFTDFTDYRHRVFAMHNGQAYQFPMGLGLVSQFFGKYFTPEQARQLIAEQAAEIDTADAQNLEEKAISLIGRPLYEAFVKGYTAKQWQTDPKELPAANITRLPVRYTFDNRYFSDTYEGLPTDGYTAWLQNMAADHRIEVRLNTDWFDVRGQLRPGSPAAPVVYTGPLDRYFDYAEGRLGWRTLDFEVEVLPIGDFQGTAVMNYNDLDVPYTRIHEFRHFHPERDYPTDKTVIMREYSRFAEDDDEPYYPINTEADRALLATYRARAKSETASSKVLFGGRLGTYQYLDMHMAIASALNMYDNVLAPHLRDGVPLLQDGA
FadD28 FP inh – inhibitors of Mycobacterium tuberculosis FadD28 bisubstrate binding. FadD28 bisubstrate probe binding, fluorescence polarization. inhibition, % at 12.5 µM. actives 0.22% (n = 360,000); in the data active means inhibition above about 8.5%, passing the limit was not always enough; inconclusive means no clear call, values can overlap the other calls
BoNT-A LC inh2 – BoNT A light chain protease inhibition | multiplex microsphere protease substrate cleavage, flow cytometry | inhibition, % at 10 µM | actives 0.17% (n = 360,000); further: plate controls were buffer without enzyme for full effect and enzyme alone for no effect
Mtb FBA inh – inhibitors of M. tuberculosis fructose-bisphosphate aldolase. AID 588726. P9WQA3. purified M. tuberculosis FBA, fluorescence read-out. inhibition, % at 1 µM. actives 2.3% (n = 360,000); in the data active means inhibition above about 27%;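 further: 0% = vehicle and 100% = reference inhibitor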
Target sequence (P9WQA3 whole entry, looked up): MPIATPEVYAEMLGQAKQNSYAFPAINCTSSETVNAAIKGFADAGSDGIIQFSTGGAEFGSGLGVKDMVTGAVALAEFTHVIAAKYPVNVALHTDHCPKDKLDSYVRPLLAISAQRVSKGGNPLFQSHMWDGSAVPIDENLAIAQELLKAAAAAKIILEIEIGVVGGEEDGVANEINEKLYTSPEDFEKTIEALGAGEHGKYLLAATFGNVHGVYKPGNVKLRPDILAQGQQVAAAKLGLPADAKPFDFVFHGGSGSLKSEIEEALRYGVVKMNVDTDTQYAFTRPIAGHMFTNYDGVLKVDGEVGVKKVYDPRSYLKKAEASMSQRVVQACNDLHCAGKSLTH
GDH-TPI inh – GDH-TPI coupled enzyme inhibition counter-screen; GDH-TPI coupled enzyme counterscreen, NADH absorbance; inhibition, % at 4.8 µM; actives 1.2% (n = 360,000); AID 588335; in the data active means inhibition above about 30%;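 further: 0% = DMSO wells and 100% = wells lacking the enzyme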
Numbers without * were called inactive; ? = inconclusive; nt = not tested or not shown; + = active, no number. Unless noted, no stated cut-off is given here; in the data, active means inhibition above about 30%; inconclusive means no clear call, values can overlap the other calls; inactive means below that. Not a hit list; overall some 4.7% were active at least once.

SMILES	BioA inh	Anthrax LF prot	PfHsp40 yeast	BoNT-F LC inh	Mtb UGM inh	FadD28 FP inh	BoNT-A LC inh2	Mtb FBA inh	GDH-TPI inh
COc1cccc(NC(=O)COC(=O)C2CCN(S(=O)(=O)c3cccs3)CC2)c1	-0.4	2	0.8	-5	-0.5	-1.1	0.8	1	0
Cc1cc(C)c(NC(=O)CSc2nccn2C)c(C)c1	1.0	-3	-0.6	-1	-0.2	-1.4	1.6	4	7
CC(C)(C)OC(=O)NCCCCCNC(=O)c1ncn2c1c(=O)[nH]c1ccccc12	-1.6	4	nt	-14	nt	-5.5	-0.6	87*	-3
COc1ccccc1-n1cnnc1SCC(=O)NCc1cccs1	1.9	0	?	-3	-0.4	-1.8	0.4	-3	-9
CCOc1ccc(C(c2c(NC(=O)c3ccccc3)sc(C)c2C)N2CCN(CCO)CC2)cc1 (configuration not stated)	nt	-2	1.0	-6	-0.1	-0.1	-1.3	1	10
COc1cc2[nH]c(=O)n(CCCC(=O)N3CC=C(c4ccccc4)CC3)c(=O)c2cc1OC	-0.8	-1	-1.5	-14	1.6	1.2	1.3	8	6
COC(=O)c1cccc(N(CC(=O)NC2CCCC2)C(=O)CCC(=O)Nc2cc(C)on2)c1	-2.1	0	0.7	4	1.6	1.5	-1.3	0	-2
CS(=O)(=O)c1ccccc1C(=O)Nc1cc(Cl)ccc1-n1cncn1	-0.1	7	0.9	-3	-2.5	0.0	-1.4	1	3
CN(CC(=O)O)c1ccc(S(=O)(=O)N2CCOCC2)cc1[N+](=O)[O-]	nt	-1	nt	-8	-0.9	-3.3	-1.0	-2	-3
Fc1ccc(-n2[nH]nnc2=S)cc1N1CCCC1	nt	-1	0.3	7	0.2	0.6	0.4	5	20
Clc1ccc(OCCCCN2CCCCC2)cc1	5.2	-10	0.3	-17	-1.9	0.1	0.2	4	10
CC1=CCC(C(=O)N/N=C/c2cccs2)C(c2ccc(F)cc2)C1 (configuration not stated)	-0.1	-9	3.2	-8	-2.7	-3.5	-0.4	-1	4
CCCCNc1c(-c2ccc(OC)c(SC3CCCCC3)c2)nc2ccc(Cl)cn12	-2.3	-13	1.3	-5	3.2	-0.4	-0.4	4	7
COc1ccccc1NS(=O)(=O)c1ccc(NC(=O)c2ccncc2)cc1	nt	-2	1.2	-6	-0.1	-3.7	-0.6	1	-2
Cc1ccccc1-c1cc2nc(NCc3ccccc3)n(C)c(=O)c2s1	-0.9	-2	nt	-4	nt	?	-0.2	3	8

One compound at a time, from the list above.
CS(=O)(=O)c1ccccc1C(=O)Nc1cc(Cl)ccc1-n1cncn1 as listed: BioA inh: -0.1; Anthrax LF prot: 7; PfHsp40 yeast: 0.9; BoNT-F LC inh: -3; Mtb UGM inh: -2.5; FadD28 FP inh: 0.0; BoNT-A LC inh2: -1.4; Mtb FBA inh: 1; GDH-TPI inh: 3
COc1cccc(NC(=O)COC(=O)C2CCN(S(=O)(=O)c3cccs3)CC2)c1 as listed: BioA inh: -0.4; Anthrax LF prot: 2; PfHsp40 yeast: 0.8; BoNT-F LC inh: -5; Mtb UGM inh: -0.5; FadD28 FP inh: -1.1; BoNT-A LC inh2: 0.8; Mtb FBA inh: 1; GDH-TPI inh: 0

The list goes on.
SMILES	BioA inh	Anthrax LF prot	PfHsp40 yeast	BoNT-F LC inh	Mtb UGM inh	FadD28 FP inh	BoNT-A LC inh2	Mtb FBA inh	GDH-TPI inh
CC(C)[C@H](N)c1nnc(SCc2ccc(Cl)cc2)o1	-2.2	-5	0.9	-5	3.5	-3.0	-2.0	1	0
O=S(=O)(c1cccs1)N1CCN(c2ncccn2)CC1	-0.9	-3	-0.2	-1	-5.8	-1.7	0.5	5	-1
Cc1ccccc1-n1nc(-c2ccc(N)cc2)cc1N	5.4	-4	-0.6	-7	-0.1	-4.3	0.3	-1	-3
c1ccc(-c2csc(NC3CCCCC3)n2)cc1	-0.5	-2	0.6	-2	1.4	-1.2	1.1	1	9
COc1ccc(-n2c(-c3ccc(Br)cc3)c[n+]3c2CCCCC3)cc1	4.7	3	1.1	-4	-0.1	-2.3	-0.2	-1	-2
CCCCN(C(=O)CSc1nnnn1C)C1CCS(=O)(=O)C1 (configuration not stated)	1.9	-6	0.1	-1	-0.2	-0.2	-0.5	-1	6
COc1cc(-c2coc3c(C(=O)NCc4cccc(Cl)c4)cccc23)ccc1O	-0.9	-2	nt	-12	nt	-0.8	-1.2	-1	7
O=C(Nc1cc(=O)[nH]c2ncnn12)c1ccccc1	-1.6	-3	-1.1	1	-0.6	-3.5	0.0	-4	-12
CCc1ccc(NC(=O)NNC(=O)c2ccc3ccccc3c2O)cc1	-2.2	-1	0.3	11	0.9	1.8	1.8	36*	18
O=C(c1ccco1)N1CCN(C2CC(=O)N(c3ccc(C(F)(F)F)cc3)C2=O)CC1 (configuration not stated)	-0.5	-2	-0.9	-4	-1.9	-1.2	-4.0	2	2
CC1CCN(C(=O)CC#N)CC1	nt	-4	2.6	-8	-2.6	-1.1	-0.5	1	0
COc1ccccc1C(=O)NCCCNc1nc2cc(C)cc(C)c2cc1C#N	-2.8	3	nt	-5	nt	-4.9	1.8	42*	-4
Fc1ccc(-c2cc3nc(-c4ccccc4)cc(N4CCOCC4)n3n2)cc1	-1.4	-2	-1.5	-3	-0.6	-1.4	1.1	7	6
Cc1ccc(S(=O)(=O)NN=Cc2c(O)ccc3ccccc23)cc1	2.6	0	nt	8	nt	0.3	0.2	1	21
COc1ccc(CNC(=O)c2cn(Cc3ccccc3OC)c(=O)s2)cc1	-1.3	-4	nt	-8	nt	-2.8	-0.4	5	9
COc1ccc(-c2nnc(SCc3cc(C)ccc3C)n2N)cc1	0.5	-4	-1.3	-3	-1.3	-1.5	-1.0	1	-4
O=C(CC1SC(N2CCCCC2)=NC1=O)Nc1cccc(C(=O)NCc2ccc(F)cc2)c1 (configuration not stated)	1.2	-2	-1.2	6	nt	-1.6	0.4	6	4
Cc1ccc(/C=C/C(=O)O)cc1S(=O)(=O)N1CCc2ccccc2C1	nt	-6	-1.7	2	-0.4	-4.1	-0.4	3	3
C#CCOCCOCCOCCNc1nc(N2CCN(C(=O)[C@H](CCCN=C(N)N)n3cc(C(N)[C@@H](C)CC)nn3)CC2)nc(N2CCN(C(=O)[C@H](CCC(=O)O)n3cc([C@@H](N)[C@H](C)CC)nn3)CC2)n1 (some centres not stated)	0.9	-9	0.0	-4	-3.2	0.5	-0.2	0	9
Cc1ccc(O)c(NC(=S)NC(=O)c2ccc(-c3ccc(Cl)cc3)o2)c1	nt	-5	0.8	-5	0.1	0.3	0.1	1	18
O=C(CCN1CCCC1)Nc1cccc(Br)c1	-3.5	-3	-1.5	-7	-0.1	-0.5	-0.2	3	13
O=C(CSc1nnc(NC(=O)c2c(F)cccc2F)s1)NCc1ccc(F)cc1	-0.3	-6	-0.1	-40	1.1	-0.3	-31	-1	-5
CCn1c(SCc2ccc(C(=O)Nc3cc(C)cc(C)c3)cc2)nnc1-c1ccncc1	nt	-7	1.5	-6	4.1	-4.9	-0.7	-3	6
Cc1ccc(NC(=O)CN2CCCC2)cc1Br	-1.2	nt	-0.6	nt	3.5	0.6	nt	3	6
Cc1ccc(OCC(=O)N2CCN(S(=O)(=O)c3ccc(Cl)s3)CC2)cc1C	nt	-5	1.3	-9	0.4	-1.0	1.9	0	4
CSc1ccccc1OCc1cc(C(=O)N(Cc2nccn2C)C(C)C)no1	0.3	-3	-0.2	11	3.3	-1.6	3.3	0	0
OCC[C@@H]1C[C@H](O)[C@@H](O)[C@]2(Cc3ccccc3O2)O1	-1.9	-10	2.8	-5	1.2	-0.2	0.1	2	8
CC(C)(C)OC(=O)N1CCCC(C(=O)Nc2cccc(C(=O)N3CCCCC3)c2)C1 (configuration not stated)	-3.0	6	-0.6	4	nt	2.3	-0.1	8	3
O=C(COc1ccc(Cl)cc1Cl)Nc1ccc(CN2CCOCC2)cc1	-0.1	2	-0.2	-1	-0.4	-3.4	-0.9	1	-3
CCNC(=O)COc1ccc(Br)cc1Cl	-1.6	4	0.1	-8	-0.5	0.0	-1.7	-6	1
O=C(CCC(=O)NCCO)NCCO	-0.7	0	0.1	-4	-1.1	-2.0	-0.1	-6	-1
Cc1cc(NC(=O)CCCC(=O)NCc2ccccc2)no1	nt	0	-1.1	1	-0.6	-0.9	-0.2	3	11
Cc1cc(C)n(-c2nnc(NCc3ccc(Cl)cc3)nn2)n1	nt	-8	0.0	-2	4.4	-0.5	5.3	1	1
O=C(CSc1nnc(-c2cccs2)o1)NCC1CN(Cc2ccccc2)CCO1 (configuration not stated)	3.3	2	-0.2	3	0.9	-4.6	1.0	0	-15
CC1=C(CCN2CCN(C(C)C)C(CCO)C2)C(C)(C)CCC1 (configuration not stated)	-1.1	-2	-0.5	0	-1.1	-2.1	-0.9	4	4
CCNC(=O)C(=O)NCCc1ccc(Cl)cc1	-1.5	-2	0.0	11	-2.3	0.6	0.0	-1	9
CC(=O)c1cccc(NC(=O)N2C3CCCC2CC(NC(=O)C2CC2)C3)c1 (configuration not stated)	-0.8	-1	-0.1	-5	-3.4	-1.6	-2.4	-2	-2
COc1ccc(N2CCN(C(=O)CN=C3NS(=O)(=O)C(c4ccc(C)cc4)=C3C)CC2)cc1	-0.4	0	0.4	-1	-1.7	0.9	-2.8	-1	15
C[C@]12c3[nH]c4ccccc4c3CCN1C(=O)C(CC(=O)NCc1cccc(C(F)(F)F)c1)C[C@@H]2C(=O)N1CCCCC1 (some centres not stated)	-0.6	-4	6.9	-1	-4.6	-2.3	-0.2	3	-8
O=C(NNC(=O)c1c(F)cccc1F)c1sccc1-n1cccc1	nt	-2	-0.5	-4	4.7	-0.2	0.6	1	0
Cc1cccc(CN2CCc3c([nH]c4ccccc34)C2CC(C)C)n1 (configuration not stated)	0.4	-14	-0.2	-43	2.2	-0.6	0.3	5	-4
CCCCn1c(N)c(N(CCOC)C(=O)CN2c3ccccc3CC2C)c(=O)[nH]c1=O (configuration not stated)	nt	1	-0.6	2	4.5	0.8	0.8	4	1
O=C(CSc1nnc(-c2ccc(OC(F)F)cc2)o1)NCc1cccs1	-0.5	1	-1.4	-7	-2.4	-1.1	-0.7	-2	5
O=C(CCC(=O)N1CCCC(Nc2ccccc2)C1)c1ccc(F)cc1 (configuration not stated)	-1.0	1	-0.6	3	-1.0	-0.8	-0.1	0	-4
CN1C(=O)N(C)C(=O)C2(Cc3cc(NC(=O)c4ccccc4Cl)ccc3N3CCCC32)C1=O (configuration not stated)	-0.1	2	-1.4	-14	-1.5	-1.5	-0.1	-1	2
O=C(CCn1c(=S)[nH]c2cc3c(cc2c1=O)OCO3)NCc1cccc(Cl)c1	-1.1	2	1.0	0	3.4	0.9	3.8	-1	-1
CC1CC1C(=O)Nc1nc2ccc(Cl)cc2s1 (configuration not stated)	nt	-1	1.0	4	-0.6	-4.9	0.1	-5	-3
CCCCCn1c(=NC(C)=O)c(C#N)cc2c(=O)n3ccccc3nc21	nt	0	0.7	0	-1.3	-0.3	2.1	133*	13
Cc1cc(NC(=O)c2coc(=O)c(Br)c2)ccc1C(C)C	7.6	-21	0.4	-14	2.9	-1.5	-0.6	49*	12
C=CCn1c(-c2ccccc2)nc(=S)c2c1CC(C)(C)OC2	-0.3	-3	-0.6	2	0.1	-0.7	-0.9	-2	35*
O=C(N/N=C1/C(=O)c2cccc3cccc1c23)c1ccc(Cl)cc1	-1.6	-2	-1.1	20	-1.3	1.4	1.2	80*	8
COc1ccc(-c2ccnc3nc(Sc4ncc(C(F)(F)F)cc4Cl)nn23)cc1	-1.5	0	6.2	-5	1.4	-5.6	-1.8	+	14
CC(=O)c1c(N2CCN(c3cccc(Cl)c3)CC2)nc(=S)n(-c2ccccc2)c1C	0.4	-4	0.5	-32	1.4	-1.3	11	1	2
